FH mod = Identification of activators of human fumarate hydratase by quantitative high-throughput screening; Potency, µM (titrated, usually from 79.9 µM), inactives show top-dose activity change, negative = inhibition, most hits filed as inhibitors; AID 1347055, 2019; 54,000 tested, 0.22% active; FH coupled MDH/diaphorase resazurin fluorescence, 15 min; Fumarate hydratase, mitochondrial (Homo sapiens), P07954; further: potency means the concentration at half of the fitted maximal effect; on the % scale 0 is the no-effect control and ±100 the full control effect; the screen sought activators but most active calls are inhibition curves; nearly all actives have a fitted effect of over 45% in size
GALK inhibitor = qHTS Assay for Inhibitors of Human Galactokinase (GALK): NCGC Sytravon Library Screen; P51570; recombinant GALK, Kinase-Glo ATP luminescence, 1 h; Potency, µM (doses to about 57.5 µM), for inactives: at the top dose activity, negative = inhibition, hits mostly inhibitors; 44,000 tested, under 10 active;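 further: plate controls were full GALK reaction for no effect and reaction lacking GALK for full effect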
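Compounds were pinned into ATP buffer, then GALK-galactose mix was added (final 5 nM enzyme, 35 uM ATP, 100 uM galactose, pH 8.0). After 1 h at room temperature, Kinase-Glo Plus was added and luminescence read.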
TSG101-PTAP inh = qHTS Validation Assay for Inhibitors of HIV-1 Budding by Blocking the Interaction of PTAP/TSG101: Sytravon Library Screen; Potency, µM (titrated, usually from 115 µM), for the others: at the top dose activity change, negative = inhibition, most hits filed as inhibitors; Fluorescence polarization, FITC-PTAP peptide/Tsg101, 20 min; AID 1347069, 2019; Tumor susceptibility gene 101 protein (Homo sapiens), Q99816; 44,000 tested, under 10 active; further: potency means the concentration at half of the fitted maximal effect; 0% is about no effect
Target sequence (Q99816 whole entry, looked up): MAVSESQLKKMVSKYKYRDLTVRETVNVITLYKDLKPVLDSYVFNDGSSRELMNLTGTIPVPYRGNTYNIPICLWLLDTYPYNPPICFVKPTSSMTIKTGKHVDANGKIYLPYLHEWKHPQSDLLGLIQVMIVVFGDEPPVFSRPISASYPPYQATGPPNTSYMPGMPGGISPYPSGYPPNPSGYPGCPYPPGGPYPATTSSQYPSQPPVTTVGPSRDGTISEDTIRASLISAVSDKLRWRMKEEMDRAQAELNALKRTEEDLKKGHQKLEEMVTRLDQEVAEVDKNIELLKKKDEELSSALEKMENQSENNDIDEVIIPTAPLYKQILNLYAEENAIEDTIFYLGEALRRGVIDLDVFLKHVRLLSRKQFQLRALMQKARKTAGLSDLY
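Fluorescence polarization binding of Tsg101 binding domain (10 uM final) to FITC-labeled PTAP-motif peptide (50 nM final) in HEPES pH 7.5/NaCl/Tween 20/EDTA/TCEP buffer; 20 min at r.t. Actives by curve class, <25 µM, efficacy <60% inhibition.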
p53null 39C tox = qHTS Screen for Compounds that Selectively Target Cancer Cells with p53 Mutations: Cytotoxicity of p53 Null Cells at the Nonpermissive Temperature. H1299 p53-null (neo) cells, 39C, ATPlite viability, 24 h. Potency, µM (top dose mostly 46.1 µM), for the others: at the highest dose activity, negative = cell killing, most hits filed as cytotoxic. 55,000 tested, 0.97% active;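 further: potency means the concentration at half of the fitted maximal effect; 0% = DMSO only and -100% = full killing by 100 µM tamoxifen; nearly all actives have a fitted effect of over 50% in size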
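H1299 lung cancer cells, p53-null (H1299-neo) or expressing p53 A138V (H1299-p53A138V), were plated overnight at 37C, then exposed to compounds at up to 46 uM for 24 hr at 39C. Viability was read by ATP-based luminescence.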
p53null 32C tox = qHTS Screen for Compounds that Selectively Target Cancer Cells with p53 Mutations: Cytotoxicity of p53 Null Cells at the Permissive Temperature; H1299-neo p53 null cells, ATP luminescence, 24 h, 32C; Potency, µM (top dose mostly 46.1 µM), inactives show at the top dose activity change, negative = cytotoxicity, hits mostly cytotoxic; 55,000 tested, 0.62% active;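 further: potency means the concentration at half of the fitted maximal effect; 0% = DMSO only and -100% = full killing by 100 µM tamoxifen; nearly all actives have a fitted effect of over 55% in size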
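H1299-neo (p53 null) cells, 600/well, treated 24 h at 32C with compound up to 46 uM; ATPlite luminescence viability, normalized to DMSO and 100 uM tamoxifen; AC50 by Hill fit.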
B2AR arrestin ag = qHTS assay of beta-arrestin-biased ligands of beta2-adrenergic receptor: NCGC Sytravon Library Screen; 44,000 tested, under 10 active; HTLA Tango cells, beta-arrestin recruitment, luciferase luminescence, 18 h; Potency, µM (series often up to 46.1 µM), without a hit: at the top dose activation, usual class: activators; Beta-2 adrenergic receptor (Homo sapiens), P07550;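 further: potency means the concentration at half of the fitted maximal effect; 0% = DMSO and full agonism = EC100 isoproterenol or metaproterenol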
Target sequence (P07550 whole entry, looked up): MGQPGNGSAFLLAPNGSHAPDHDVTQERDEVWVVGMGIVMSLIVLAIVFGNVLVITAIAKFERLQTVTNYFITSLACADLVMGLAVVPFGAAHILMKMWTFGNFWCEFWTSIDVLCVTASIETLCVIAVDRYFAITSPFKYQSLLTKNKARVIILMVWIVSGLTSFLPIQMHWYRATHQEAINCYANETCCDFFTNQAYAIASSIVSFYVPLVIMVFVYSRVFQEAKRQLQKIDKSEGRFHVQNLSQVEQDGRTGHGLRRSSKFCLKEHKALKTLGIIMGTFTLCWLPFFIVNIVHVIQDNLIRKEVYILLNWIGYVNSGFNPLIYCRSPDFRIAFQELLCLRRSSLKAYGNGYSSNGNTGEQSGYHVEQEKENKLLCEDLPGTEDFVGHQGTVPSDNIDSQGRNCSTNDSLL
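First, Tango cells carrying beta2-AR and beta-arrestin fusions received compound up to 46 microM. After 18 hr at 37 degrees C, luciferase substrate was added for 15 minutes, then luminescence gave %Activity for curve fitting.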
NTMT1 inh = Primary qHTS for Inhibitors of N-terminal methyltransferase 1 (NTMT1): MTaseGlo Assay; 59,000 tested, 2.5% active; N-terminal Xaa-Pro-Lys N-methyltransferase 1 (Homo sapiens), Q9BV86; Potency, µM (series often up to 114 µM), without a hit: top-dose activity change, negative = inhibition, actives largely listed as inhibitors; NTMT1 MTase-Glo SAH luminescence, purified enzyme;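 further: potency means the concentration at half of the fitted maximal effect; plate controls were DMSO vehicle for no effect and no enzyme for full effect; nearly all actives have a fitted effect of over 65% in size; many of its hits are not listed in these tables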
Target sequence (Q9BV86 whole entry, looked up): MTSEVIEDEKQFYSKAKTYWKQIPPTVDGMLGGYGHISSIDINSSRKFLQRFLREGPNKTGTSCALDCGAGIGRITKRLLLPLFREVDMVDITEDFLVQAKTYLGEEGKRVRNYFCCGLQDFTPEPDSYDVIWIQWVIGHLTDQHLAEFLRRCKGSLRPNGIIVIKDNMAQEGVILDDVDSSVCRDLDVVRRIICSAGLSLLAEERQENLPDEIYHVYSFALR
Starred values were filed as active, the others as inactive; [ ] = dose if it differs, or a comment. The call rests on the fitted dose curve; in most records, active means well fitted curve in the direction sought with a large enough effect; inconclusive means small, poorly fitted or top-dose-only effect, or another doubt; inactive means no such curve, though single readings can be large; an effect the other way counts as inactive or inconclusive.

CCOc1ccccc1C1C(C(=O)Nc2ccccc2)=C(C)Nc2nc(SCC(=O)c3ccc(C)cc3)nn21 (stereo unspecified) was read as FH mod -3.7%, GALK inhibitor 1.6%, TSG101-PTAP inh -0.6%, p53null 39C tox 10.8%, p53null 32C tox -9.6%, B2AR arrestin ag -2.6% and NTMT1 inh 21.6%.
Screening CNC(=O)COc1ccc(Nc2nnc(-c3ccc(C)c(S(=O)(=O)NC(C)(C)C)c3)c3ccccc23)cc1 returned GALK inhibitor -2.9%, TSG101-PTAP inh 1.6%, p53null 39C tox -12.7%, p53null 32C tox 14.1% and B2AR arrestin ag 0.8%.
For CCOc1ccc(-c2ccc(CO)o2)cc1N the results were FH mod -24.1%, GALK inhibitor -1.1%, TSG101-PTAP inh -3.3%, p53null 39C tox 22.1%, p53null 32C tox inconclusive, B2AR arrestin ag -1.3% and NTMT1 inh -9.9%.
Screening CCOC(=O)c1cc2c(=O)n3ccccc3nc2n(CCCOC)c1=NC(=O)c1c(-c2ccccc2Cl)noc1C returned FH mod 9.7%, GALK inhibitor 0.0%, TSG101-PTAP inh 0.1%, p53null 39C tox -5.0%, p53null 32C tox 7.2%, B2AR arrestin ag -1.2% and NTMT1 inh 2.3%.
Screening Cc1oc(-c2cccc(Cl)c2)nc1CN1CCCC(C(=O)NCc2ccc(F)cc2)C1 (stereo unspecified) returned FH mod -12.8%, GALK inhibitor 8.3%, TSG101-PTAP inh 1.2%, p53null 39C tox inconclusive, p53null 32C tox -0.8%, B2AR arrestin ag 0.9% and NTMT1 inh inconclusive.
Screening CSc1ccccc1NC(=O)CCS(=O)(=O)c1nc(-c2cccs2)cc(C(F)(F)F)n1 returned FH mod -10.4%, GALK inhibitor -7.3%, TSG101-PTAP inh -0.4%, p53null 39C tox 133.4%[activator], p53null 32C tox 31.6%[activator], B2AR arrestin ag 0.8% and NTMT1 inh 8.1%.
For Cc1cccc(NS(=O)(=O)c2ccc3c(c2)n(C)c(=O)n3C)c1C the results were FH mod inconclusive, GALK inhibitor -0.6%, TSG101-PTAP inh -6.7%, p53null 39C tox -7.5%, p53null 32C tox -13.9%, B2AR arrestin ag 2.2% and NTMT1 inh -2.6%.
Screening COc1ccc(CCCc2nnc(SCC(=O)Nc3cc(F)ccc3C)o2)cc1 returned FH mod -2.7%, GALK inhibitor -10.0%, TSG101-PTAP inh -0.4%, p53null 39C tox 41.0%[activator], p53null 32C tox -9.4%, B2AR arrestin ag 0.6% and NTMT1 inh -1.3%.
`CCOc1ccccc1NC(=O)CSc1nc(=O)[nH]c2c1CCCC2` gave FH mod -4.6%, GALK inhibitor -1.6%, TSG101-PTAP inh -8.2%, p53null 39C tox -10.5%, p53null 32C tox -1.7%, B2AR arrestin ag -3.6% and NTMT1 inh -7.0%.
For Cc1ccc(-n2ncc3c(N4CCC(C)CC4)ncnc32)cc1C the results were FH mod 12.5%, GALK inhibitor -1.1%, TSG101-PTAP inh -3.8%, p53null 39C tox 1.2%, p53null 32C tox inconclusive, B2AR arrestin ag 3.4% and NTMT1 inh -6.6%.
Screening CCC(=O)N1CCc2cc(Br)cc(S(=O)(=O)N3CCCC(C(=O)Nc4ccc(OC)cc4OC)C3)c21 (stereo unspecified) returned FH mod -41.0%, GALK inhibitor 6.7%, TSG101-PTAP inh -0.9%, p53null 39C tox -4.0%, p53null 32C tox 5.0%, B2AR arrestin ag -0.1% and NTMT1 inh 89.1µM*.
CCOc1ccc(C(=O)Nc2ccc(-c3cc4ccccc4oc3=O)cc2)cc1Br was read as FH mod 7.4%, GALK inhibitor 0.0%, TSG101-PTAP inh 4.1%, p53null 39C tox -6.8%, p53null 32C tox -2.1%, B2AR arrestin ag 0.4% and NTMT1 inh 1.7%.
For Nc1c(C(=O)Nc2ccccc2Cl)nnn1Cc1cccc(Cl)c1 the results were FH mod -8.9%, GALK inhibitor 7.7%, TSG101-PTAP inh 0.3%, p53null 39C tox -9.1%, p53null 32C tox -1.9%, B2AR arrestin ag 0.2% and NTMT1 inh 6.6%.
`O=C(NCC(c1cccs1)S(=O)(=O)c1cccs1)c1ccc(F)c(F)c1` (stereo unspecified) gave FH mod -4.5%, GALK inhibitor 0.7%, TSG101-PTAP inh -1.0%, p53null 39C tox 15.6%, p53null 32C tox -0.7%, B2AR arrestin ag -3.6% and NTMT1 inh inconclusive.
CCc1ccccc1NC(=O)CSc1nccn1C was read as FH mod 2.0%, GALK inhibitor -1.8%, TSG101-PTAP inh -6.8%, p53null 39C tox -7.4%, p53null 32C tox -3.0%, B2AR arrestin ag -2.1% and NTMT1 inh inconclusive.
CCCN1CCN(c2nnc(-n3cccc3C(=O)Nc3ccccc3C(F)(F)F)s2)CC1 was read as FH mod -6.3%, GALK inhibitor 0.4%, TSG101-PTAP inh 0.7%, p53null 39C tox -9.0%, p53null 32C tox -1.9%, B2AR arrestin ag 0.9% and NTMT1 inh 9.9%.
`Cc1cccc2c1-c1sc(C(=O)Nc3ccc(F)cc3F)cc1CO2` gave FH mod -0.7%, GALK inhibitor 5.8%, TSG101-PTAP inh 0.2%, p53null 39C tox -21.5%, p53null 32C tox -5.4%, B2AR arrestin ag 0.6% and NTMT1 inh -3.9%.
Screening Cc1nn(-c2ccc(F)cc2)c(-n2cccc2)c1C(=O)N1CCN(c2ccccc2)CC1 returned FH mod -12.4%, GALK inhibitor 2.5%, TSG101-PTAP inh -3.7%, p53null 39C tox 0.0%, p53null 32C tox 0.6%, B2AR arrestin ag -0.9% and NTMT1 inh -11.3%.
COc1ccc(NC(=O)c2c(NCc3cccs3)sc3c2CCC(C)C3)c(OC)c1 (stereo unspecified) was read as FH mod -7.8%, GALK inhibitor -2.1%, TSG101-PTAP inh -4.7%, p53null 39C tox 14.4%, p53null 32C tox 20.3%, B2AR arrestin ag inconclusive and NTMT1 inh 3.2%.
Screening Cc1ccc(NC(=O)Cn2c(-c3ccc4c(c3)OCO4)cn(-c3ccccc3)c2=O)cc1 returned FH mod -14.7%, GALK inhibitor -7.9%, TSG101-PTAP inh 0.0%, p53null 39C tox -18.6%, p53null 32C tox -1.5%, B2AR arrestin ag 2.2% and NTMT1 inh 10.3%.
Cc1cc(C(=O)O)c2c(=O)n(C)c(=O)n(C)c2n1 was read as FH mod 2.9%, GALK inhibitor 0.0%, TSG101-PTAP inh -0.6%, p53null 39C tox 25.0%, p53null 32C tox 3.2%, B2AR arrestin ag 0.6% and NTMT1 inh 2.3%.
CCOc1ccc2nc(NC(=O)c3nc(SC)ncc3Cl)sc2c1 was read as FH mod 0.1%, GALK inhibitor 2.7%, TSG101-PTAP inh -2.3%, p53null 39C tox 15.1%, p53null 32C tox 6.4%, B2AR arrestin ag 0.3% and NTMT1 inh 11.5%.
`COc1ccc(-c2cc(C(=O)Nc3cc(C)ccc3O)no2)cc1OC` gave GALK inhibitor -6.1%, TSG101-PTAP inh 3.8%, p53null 39C tox 39.1%[activator], p53null 32C tox 1.8% and B2AR arrestin ag 0.6%.
`Cc1ccc(-n2nc(C(=O)N3CCCCC3)c(=O)n(C)c2=O)cc1` gave FH mod 6.8%, GALK inhibitor 1.6%, TSG101-PTAP inh 2.0%, p53null 39C tox 6.3%, p53null 32C tox -5.0%, B2AR arrestin ag 0.7% and NTMT1 inh 14.8%.
`CCOc1ccc(CCNC(=O)c2cc3c(=O)[nH]c4ccc(C)cc4c3s2)cc1OCC` gave FH mod inconclusive, GALK inhibitor 3.3%, TSG101-PTAP inh -1.9%, p53null 39C tox -18.3%, p53null 32C tox -2.7%, B2AR arrestin ag -1.6% and NTMT1 inh -1.3%.
`COc1cccc(N2CCN(C(=O)C3CCN(S(=O)(=O)c4cccc5nonc45)CC3)CC2)c1` gave FH mod -1.8%, GALK inhibitor 2.9%, TSG101-PTAP inh -0.2%, p53null 39C tox -9.2%, p53null 32C tox -7.6%, B2AR arrestin ag -2.2% and NTMT1 inh inconclusive.
For Cc1cc(NC(=O)Nc2nnc(N3CCCCCC3)s2)ccc1Br the results were FH mod -5.9%, GALK inhibitor 3.6%, TSG101-PTAP inh -0.1%, p53null 39C tox -18.8%, p53null 32C tox -1.0%, B2AR arrestin ag -0.3% and NTMT1 inh 9.3%.
For Cc1c(C(=O)Nc2ccc(F)c(F)c2)oc2ccc(S(=O)(=O)N3CCC4(CC3)OCCO4)cc12 the results were FH mod -14.6%, GALK inhibitor 3.0%, TSG101-PTAP inh 2.3%, p53null 39C tox 13.8%, p53null 32C tox 2.7%, B2AR arrestin ag 0.1% and NTMT1 inh -30.0%.
For CCOc1ccc(CNC(=O)CCC(=O)N2CCSc3ccccc32)cc1 the results were FH mod 4.4%, GALK inhibitor 0.8%, TSG101-PTAP inh 2.0%, p53null 39C tox -11.1%, p53null 32C tox -3.3%, B2AR arrestin ag -0.9% and NTMT1 inh 5.4%.
`Cc1cccc(N2CCN(C(=O)C3CCCN(S(=O)(=O)c4ccc5c(c4)oc(=O)n5C)C3)CC2)c1C` (stereo unspecified) gave FH mod -15.7%, GALK inhibitor -12.4%, TSG101-PTAP inh 0.7%, p53null 39C tox 4.1%, p53null 32C tox 7.7%, B2AR arrestin ag 0.0% and NTMT1 inh -1.9%.
Screening CCOC(=O)C1CCN(S(=O)(=O)c2ccc3c(c2)NC(=O)C(C)C(=O)N3)CC1 (stereo unspecified) returned FH mod -16.7%, GALK inhibitor 3.4%, TSG101-PTAP inh 3.7%, p53null 39C tox 28.7%, p53null 32C tox 5.4%, B2AR arrestin ag -2.9% and NTMT1 inh 1.4%.

Of the compounds above, these have an NH in an aromatic ring.
`CCOc1ccccc1NC(=O)CSc1nc(=O)[nH]c2c1CCCC2` gave FH mod -4.6%, GALK inhibitor -1.6%, TSG101-PTAP inh -8.2%, p53null 39C tox -10.5%, p53null 32C tox -1.7%, B2AR arrestin ag -3.6% and NTMT1 inh -7.0%.
`CCOc1ccc(CCNC(=O)c2cc3c(=O)[nH]c4ccc(C)cc4c3s2)cc1OCC` gave FH mod inconclusive, GALK inhibitor 3.3%, TSG101-PTAP inh -1.9%, p53null 39C tox -18.3%, p53null 32C tox -2.7%, B2AR arrestin ag -1.6% and NTMT1 inh -1.3%.

Some of the compounds tested. The share of hits here may be higher or lower than overall.
